H9c2 TAG inh: inhibitors of triacylglycerol accumulation. H9c2 cells, Nile Red lipid (TAG) fluorescence; cells loaded with 200 µM oleic acid. inhibition, % at 12.5 µM. 0.66% of 230,000 active;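 active means pattern-corrected inhibition of lipid staining of at least 50% with the nuclear-stain viability signal not falling by more than 50%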;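 further: 0% = DMSO wells and 100% = triacsin C control wells; some results filed as inactive read as strong as hits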
H9c2 TAG inh DAPI viability: recorded beside H9c2 TAG inh, whose call it bears; DAPI nuclei signal change (viability), lower = more cytotoxic, %;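 whole-well DAPI fluorescence read on a plate reader as a viability signal; minus 50 percent equals half of cells still viable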
The depositor's hits bear a star. Some of the compounds tested; count on the stated rates, not on these rows.

Every second line gives: H9c2 TAG inh | H9c2 TAG inh DAPI viability
> O=C1CCCc2ccccc2N1Cc1c(Cl)cccc1Cl
    -22 | -2
> CC1=NN(Cc2ccccc2)C(=O)/C1=C\c1ccc(N(C)C)cc1
    6 | -1
> C/C(=C\C(=O)c1ccc(C)o1)Nc1ccc(C(=O)O)cc1C
    5 | 5
> Cc1ccc(C)c(Nc2ncnc(N)c2[N+](=O)[O-])c1
    14 | -5
> COc1ccc(-c2cc(C(F)(F)F)n3nc(C(=O)NCCCn4ccnc4)cc3n2)cc1
    20 | 33
> O=C1CCc2cc(NS(=O)(=O)c3ccc(Br)cc3)cc3c2N1CC3
    8 | -4
> Cc1ccc(S(=O)(=O)N2CCOCC2)cc1C(=O)Nc1ccncc1
    -1 | -2
> O=C(NC1CCCCC1)c1cc([N+](=O)[O-])ccc1N1CCCC1
    1 | -5
> COc1ccc(NC(=O)C2Cc3c(-c4cccc(C(N)=O)c4)ccnc3O2)cc1 (stereo not given)
    19 | -15
> Cc1cccc(N2CCN(Cc3cc(=O)n4ccsc4n3)CC2)c1C
    -3 | 4
> S=C(NCCCN1CCN(CCCNC(=S)NC2CCCCC2)CC1)NC1CCCCC1
    10 | 11
> NCCc1ccc(O)c(O)c1
    -8 | 3
> CN1C(=O)C2ON(c3ccccc3)C(c3cccs3)C2C1=O (stereo not given)
    5 | -17
> COc1ccc(-c2nc(CS(=O)(=O)CC(=O)NCc3cccc(OC)c3OC)c(C)o2)cc1
    0 | -5
> COC(=O)C(C(C)C)N(Cc1cc(OC)cc(OC)c1)S(=O)(=O)CCl (stereo not given)
    -1 | -1
> O=[N+]([O-])c1cc(S(=O)(=O)Nc2cccc(Cl)c2)ccc1N/N=C/c1ccc(N2CCOCC2)cc1
    80* | 7.6*
> Cc1onc(-c2ccccc2)c1CNS(=O)(=O)c1ccccc1[N+](=O)[O-]
    3 | -2
> COc1ccc(CSc2nc(C)cc(C)c2S(C)(=O)=O)cc1
    -19 | -3
> O=C1CCCN1CCCNCC(=O)N1c2ccccc2Sc2ccccc21
    -12 | 1
> O=C(c1cccs1)N1CCN=C1SCc1ccc(Cl)cc1
    21 | -1

The results go on.
Every second line gives: H9c2 TAG inh | H9c2 TAG inh DAPI viability
> O=C(NCc1ccccc1Cl)C1CCC(CNc2nc(=S)[nH]c3ccccc23)CC1 (stereo not given)
    1 | -12
> COc1ccc(NS(=O)(=O)c2ccc(C(=O)Nc3c(C)n(C)n(-c4ccccc4)c3=O)cc2)cc1
    -16 | 12
> COc1ccccc1OCCC(=O)OCC(=O)Nc1ccc2c(c1)OCCO2
    -4 | -2
> CN(Cc1ccccc1)S(=O)(=O)c1cn(C)cn1
    1 | 0
> COc1ccccc1NC(=O)/C=C1\SCC(=O)N1C
    -7 | -3
> Cn1c(=O)n(C/C=C/c2ccccc2)c(=O)c2c1nc1n2CCCN1Cc1ccccc1
    -20 | -5
> O=C(NCC(c1ccco1)N1CCOCC1)c1cccc(Cl)c1 (stereo not given)
    -10 | -4
> COc1ccc(CCNC(=O)C2CC3Cn4c(nc5cc6ccccc6cc54)C3N2C)cc1 (stereo not given)
    5 | 2
> Cc1ccc(-c2csc(-c3cc(C)on3)n2)cc1
    4 | -11
> COc1ccc(C(=O)N2CCN(Cc3ccc4c(c3)OCO4)CC2)cc1[N+](=O)[O-]
    13 | -4
> COc1ccc(CNC(=O)c2ccc(-n3ccnc3)c3ccoc23)cc1OC
    4 | 4
> COc1ccccc1N(C)S(=O)(=O)c1ccc(C(=O)NC2=NCCS2)cc1
    12 | -2
> O=C(Nc1ccc(N2CCOCC2)cc1)c1cccc(-n2cnnc2)c1
    -9 | -1
> CC1CC(C)(C)NC(=S)N1CCC(=O)N1CCN(Cc2ccccc2)CC1 (stereo not given)
    -13 | -2
> CCOC(=O)C1=C(COC(=O)c2ccc(OC(C)C)cc2)NC(=O)NC1C (stereo not given)
    -39 | -6
> O=C(COc1ccccc1F)Nc1cc(S(=O)(=O)N2CCOCC2)ccc1N1CCOCC1
    8 | -16
> COc1ccc(C2Oc3ccccc3N2C(C)=O)cc1 (stereo not given)
    -8 | -2
> COc1cccc(CC(=O)N2CCC(n3nccc3NC(=O)C3CC3)CC2)c1
    -8 | 5
> Cc1ccc(S(=O)(=O)N(CC2CO2)c2ccccc2[N+](=O)[O-])cc1 (stereo not given)
    -7 | 4
> C=CCNC(=O)CSc1ccc(Cl)cc1
    2 | -3

Some of the entries above in a different format.
molecule,H9c2 TAG inh,H9c2 TAG inh DAPI viability
Cc1ccc(-c2csc(-c3cc(C)on3)n2)cc1,4,-11
Cc1ccc(S(=O)(=O)N(CC2CO2)c2ccccc2[N+](=O)[O-])cc1 (stereo not given),-7,4
COc1ccccc1OCCC(=O)OCC(=O)Nc1ccc2c(c1)OCCO2,-4,-2
Cn1c(=O)n(C/C=C/c2ccccc2)c(=O)c2c1nc1n2CCCN1Cc1ccccc1,-20,-5
O=C(COc1ccccc1F)Nc1cc(S(=O)(=O)N2CCOCC2)ccc1N1CCOCC1,8,-16
CN(Cc1ccccc1)S(=O)(=O)c1cn(C)cn1,1,0
COc1ccc(C2Oc3ccccc3N2C(C)=O)cc1 (stereo not given),-8,-2

Next part.
Every second line gives: H9c2 TAG inh | H9c2 TAG inh DAPI viability
> COc1ccccc1C(=O)N/C(=C/c1ccc(Br)cc1)C(=O)N1CCOCC1
    13 | 3
> CCCCn1c(N)c(N(CCOC)C(=O)COC(=O)c2cc(CCC)c(C)s2)c(=O)[nH]c1=O
    -3 | 10
> CC(C)NC(=O)N(C)C[C@@H]1Oc2ccc(NC(=O)CCN3CCOCC3)cc2CC(=O)N([C@@H](C)CO)C[C@@H]1C
    10 | 7
> Cc1nn2c(NCCCn3ccnc3)cc(C(C)C)nc2c1-c1ccccc1
    -8 | 6
> CCN(CC(=O)Nc1ccccc1C(F)(F)F)CC(=O)NC1CC1
    -4 | -5
> COc1ccc(NC(=O)c2ccc(=O)[nH]c2)cc1S(=O)(=O)N1CCOCC1
    -11 | -1
> COC(=O)c1ccccc1S(=O)(=O)N1CCC(C(=O)OCC(=O)NC2CCCCC2C)CC1 (stereo not given)
    -1 | 1
> CN(C1CCCC1)C1CCN(C(=O)CNC(=O)/C=C/c2cccc(C(F)(F)F)c2)CC1
    16 | -7
> COc1ccc(C(=O)COC(=O)C(CC(C)C)N2C(=O)c3ccccc3C2=O)cc1 (stereo not given)
    -12 | 16
> CCOC(=O)C1CCN(C(=O)CN(c2cc(OC)ccc2OC)S(=O)(=O)c2ccccc2)CC1
    11 | -1
> CCOC(=O)c1nnc(-c2ccc(C)cc2)nc1Sc1ccccc1Cl
    -5 | 1
> O=C(Nc1cccnc1Cl)c1cccc(S(=O)(=O)N2CCOCC2)c1
    -8 | 3
> CCCC(=O)Nc1cc(OC)c(NC(=S)Nc2cccc(C)c2)cc1OC
    10 | -11
> C/C(CC(=O)Nc1cccc(C(F)(F)F)c1)=N\NC(=O)C1CCCCC1
    6 | -2
> O=C(COC(=O)C1=COCCO1)Nc1ncc(Cl)cc1Cl
    -15 | 8
> CN(C)/C=C/C(=O)c1cnc(-c2ccccc2)s1
    -2 | -6
> CCOCC(=O)Nc1nnc(Cc2ccc(OC)c(OC)c2)s1
    -1 | -13
> CCN(CC)C(=O)N1CCN(S(=O)(=O)c2c(C)cc(C)cc2C)CC1
    12 | -10
> C=CCN=C1N[C@@H](c2ccccc2)C(C(=O)OC)=C(C)N1CC
    6 | 12
> COc1ccc(NC(=O)NCCN2C(=O)C3C4C=CC(C4)C3C2=O)cc1 (stereo not given)
    -8 | 1

Next results:
Every second line gives: H9c2 TAG inh | H9c2 TAG inh DAPI viability
> COc1cccc(-c2nc(SC)nc3sc(C(=O)NC(C)(C)C)c(N)c23)c1
    -19 | -1
> CCc1csc(CCNC(=O)C2CCC(=O)N(Cc3ccccc3F)C2)n1 (stereo not given)
    1 | 0
> CC1Cc2ccccc2N1C(=O)CCn1c(=O)oc2ccccc21 (stereo not given)
    -8 | -7
> CN1CCN(C2=Cc3ccccc3Sc3cc(F)c(Cl)cc32)CC1
    1 | 16
> CCn1c(O)c(/C=C2\C=Nc3ccccc32)sc1=O
    -6 | -3
> CC(C)C1N=C2c3ccccc3N=C(SCc3cc(=O)n4cc(Cl)ccc4n3)N2C1=O (stereo not given)
    18 | -11
> O=[N+]([O-])c1ccc2c(c1N1CCCCC1)=NC1(CCCCC1)[N+]=2[O-]
    7 | 6
> S=c1[nH]nc(Nc2cccc3ccccc23)s1
    20 | -9
> CC(NCc1cccc(OCc2ccccc2)c1)C(O)c1ccccc1 (stereo not given)
    3 | 10
> COc1ccccc1NC(=O)N(CCCN1CCOCC1)Cc1cc2cc3c(cc2[nH]c1=O)OCO3
    13 | -3
> O=C(CN1CCN(S(=O)(=O)c2ccccc2)CC1)NC(=O)NC1CCCCC1
    28 | -8
> O=C(Cn1c(=O)oc2ccccc21)Nc1nc(-c2ccc(Br)cc2)cs1
    8 | -7
> O=C(Cc1cc(=O)[nH][nH]1)N/N=C/c1c(F)cccc1Cl
    8 | 1
> CC(=O)Nc1ccc2nc(NC(=O)CCc3ccccc3)sc2c1
    2 | 58
> COc1ccc(-n2nnnc2SC(C)C(=O)NCC(=O)Nc2ccc(F)c(F)c2F)cc1 (stereo not given)
    -1 | -5
> CC(C)NCC(O)COc1ccc(CC(N)=O)cc1 (stereo not given)
    7 | 5
> COc1ccc(CC(=O)OCC(=O)Nc2ccc(Cl)cc2C)cc1
    -7 | -1
> Nn1c(SCc2ccccc2)nnc1C1CCCCC1
    -1 | 9
> CCN(CC)CCNC(=O)c1ccc2c(c1NCCO)C(=O)c1ccccc1C2=O
    118 | -56
> Cc1ccn2c(=O)nc(SCC(=O)NCc3ccco3)nc2c1
    -5 | 1

More results follow.
Every second line gives: H9c2 TAG inh | H9c2 TAG inh DAPI viability
> O=C(O)c1cccnc1Oc1ccccc1
    4 | -3
> Cc1cc(Br)cn2cc(C(=O)O)nc12
    -4 | -14
> COc1ccc(OC)c(NC(=O)c2ccc(CSc3ncccn3)cc2)c1
    7 | -7
> O=C(c1ccc(N2CCCC2=O)cc1)N1CCN(c2cccc(C(F)(F)F)c2)CC1
    -12 | 5
> NC(N)=N/N=C(\N=Nc1ccccc1)c1ccc(Cl)cc1
    32 | -17
> CC(C)CN1CCC1(C)C(=O)Nc1cc(-c2ccccc2)nn1C (stereo not given)
    15 | 1
> Cc1cc(OCC(=O)Nc2ccc3oc(-c4ccncc4)nc3c2)ccc1Cl
    11 | 14
> CCOC(=O)C1=C(N)N(c2ccccc2Oc2ccccc2)C(=O)C1
    3 | 3
> N#Cc1ccccc1S(=O)(=O)N1CCN(CC(O)CN2CCOCC2)CC1 (stereo not given)
    3 | -4
> Cc1cccc(Nc2nc3c(c(=O)n(C)c(=O)n3C)n2Cc2ccccc2)c1
    28 | -9
> CCc1cc(C(=O)N2CCc3c([nH]c4ccccc34)C2c2ccc(OC)cc2F)no1 (stereo not given)
    15 | 11
> CCCOn1nnnc1-c1ccccc1
    4 | 1
> CC1=NNC(=O)/C1=C\c1cn(-c2ccccc2)nc1-c1ccc(F)cc1
    14 | -7
> COc1cccc(NC(=O)CSc2nc(=O)n(Cc3ccncc3)c3c2CCCC3)c1
    -7 | 0
> CC1(Oc2cccc(F)c2)CCN(Cc2ccc3ccccc3c2)C1 (stereo not given)
    -15 | 9
> COc1ccc(Oc2cnn(-c3ccccc3)c(=O)c2Br)cc1
    -5 | -3
> COc1ccc(NC(=O)COC(=O)c2cnccn2)cc1Cl
    2 | 0
> CC1(C)NC(=O)N(CC(=O)OCC(=O)Nc2c(Br)cc([N+](=O)[O-])cc2Br)C1=O
    7 | -1
> Cc1ccc(N(C(=O)c2ccc(S(=O)(=O)N3CCOCC3)cc2)C2C=CS(=O)(=O)C2)cc1C (stereo not given)
    -1 | -2
> COc1ccc(Cc2nc3ccccc3n2C)cc1
    -19 | -6

Next part.
Every second line gives: H9c2 TAG inh | H9c2 TAG inh DAPI viability
> CCOc1ccccc1OCCCC(=O)ON=C(N)c1ccccc1
    1 | -6
> CC(C)(C)c1ccc(/C=C/C(=O)NCCCN2CCOCC2)cc1
    12 | 3
> COc1ccc(C2=NN(c3ccccc3)C(c3cn(CCC(=O)O)nc3-c3ccccc3)C2)cc1 (stereo not given)
    -1 | 10
> Nc1nnc(-c2cccnc2)s1
    0 | 6
> CCOC(=O)C1CCN(C(=O)COC(=O)c2cccc(F)c2)CC1
    15 | -16
> CCN(C(=O)Cn1c(=O)oc2cc(S(=O)(=O)N3CCCC3)ccc21)c1ccc(OC)cc1
    -8 | -6
> CCOc1ccc(OCC)c(NC(=O)Nc2ccc3c(c2)N(C)C(=O)CS3)c1
    24 | -4
> Cn1ncc([N+](=O)[O-])c1C(=O)NCc1ccccc1
    10 | -8
> COc1cccc(N(C(=O)c2nc3nccc(C)n3n2)c2nc3ccccc3s2)c1
    -11 | -2
> CCCCn1c(=O)c(Cc2ccccc2)c(O)c2ccccc21
    7 | 3
> O=C(CS(=O)(=O)c1ccc(F)cc1)NCc1ccccc1
    -9 | 4
> COc1ccc(-n2c(SCC(=O)NCC3CCCO3)nc3ccccc3c2=O)cc1Cl (stereo not given)
    22 | -15
> CCn1c(SCC(=O)c2cc(OC)ccc2OC)nnc1C(C)C
    -2 | 4
> COc1ccc(NC(=O)Cn2nnc(-c3ccccc3F)n2)cc1Cl
    -31 | -11
> Cc1cc(-c2ccco2)n2c(nc3ccccc32)c1C#N
    2 | 0
> C=CCC[C@@H](Cc1ccc(F)cc1)C(=O)OC[C@H](Cc1c[nH]c2ccccc12)NC(=O)[C@H](CC=C)CC(=O)NCCO
    1 | 6

Complete entries, looked up by structure. Order of screens: H9c2 TAG inh	H9c2 TAG inh DAPI viability
`Cc1cc(-c2ccco2)n2c(nc3ccccc32)c1C#N` reads 2	0
`CCN(C(=O)Cn1c(=O)oc2cc(S(=O)(=O)N3CCCC3)ccc21)c1ccc(OC)cc1` reads -8	-6

Compound activity deposited in PubChem BioAssay by Sanford-Burnham Center for Chemical Genomics.
